# TRPC4 block: blocks the mouse TRPC4 cation channel; 300,000 compounds, 0.39% hits; Q9QUQ5; B-score at 10 µM; HEK293 TRPC4beta/mu-opioid, DAMGO-evoked Fluo4 calcium flux; active compounds read low; AID 2247;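 active means B-score over 3 SD under the library average, no early fluorescence shift, positive overall ratio signal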
#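 Material: HEK293 cells with stable TRPC4beta plus mu-opioid receptor expression; probe or stimulus: DAMGO in two steps, submaximal then maximal; technique: Fluo4 calcium fluorescence by kinetic imaging, 5 s 1 Hz baseline; measure: integrated fluorescence ratio relative to baseline, converted to per-well B score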
# MrgX1 allo act: allosterically activates human MrgX1 receptor signaling; 310,000 compounds, 0.63% hits; Q96LB2; B-score at 10 µM; MrgX1-HEK293, Fluo-4 calcium flux, FDSS; active compounds read high;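 active means plate-corrected calcium response at least 3 library SD above typical, normal starting fluorescence, not activating the receptor alone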;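 further: compound read alongside a low EC10 to EC30 dose of BAM8-22 agonist; peak minus trough fluorescence over baseline measured at the second addition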
# Target sequence (Q96LB2 whole entry, looked up): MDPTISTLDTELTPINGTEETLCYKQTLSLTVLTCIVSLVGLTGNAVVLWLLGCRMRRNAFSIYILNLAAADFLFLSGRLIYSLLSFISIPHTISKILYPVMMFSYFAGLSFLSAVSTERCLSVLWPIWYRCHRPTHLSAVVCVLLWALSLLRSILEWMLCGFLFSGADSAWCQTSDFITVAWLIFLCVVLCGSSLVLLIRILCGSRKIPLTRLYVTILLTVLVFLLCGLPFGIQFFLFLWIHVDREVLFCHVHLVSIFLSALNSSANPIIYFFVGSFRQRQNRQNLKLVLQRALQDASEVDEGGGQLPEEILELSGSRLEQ
# PolyA inhibitor: blocks polyadenylation in yeast reporter cells; S. cerevisiae SKY197-pL101 polyadenylation reporter, beta-gal luminescence; efflux-impaired pdr1/pdr3 knockout yeast; score 100 = 6 SD above DMSO; calls only at 12 µM; 300,000 compounds, 0.02% hits;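 active means lowest replicate activity score at least 50, where 100 means six control SD above control mean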;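 further: yeast exposed to compound for 9 h at 30 °C; higher score means more reporter readthrough which indicates perturbed polyadenylation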
# AI-2 QS modul: modulators of Vibrio harveyi AI-2 quorum sensing system. Vibrio harveyi JMH597 AI-2 luminescence/OD600 ratio, 9 h; active compounds read low; strain lacks LuxN and CqsS sensors; 0 = neutral-control median. activity change, % at 7.5 µM. 300,000 compounds, 0.4% hits. AID 2094; in the data active means activity change below about -75%, passing the limit was not always enough;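 further: luminescence divided by OD600 gain over 9 h not by final OD600 alone; inactives centre near 13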
# MrgX1 antagonist: antagonists of human MrgX1 receptor | 310,000 compounds, 1.3% hits | MRGX1-HEK293 calcium flux, Fluo-4, BAM8-22 antagonism; active compounds read low | AID 588676 | B-score at 10 µM;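 active means calcium-response B-score plate-corrected more than 3 library SD below zero, starting fluorescence within 5 deviations, no agonist response on first addition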;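 further: peak minus trough fluorescence over baseline after final BAM8-22 challenge near maximal dose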
# MrgX1 agonist: human MrgX1 receptor agonism, primary screen; Q96LB2; 310,000 compounds, 0.44% hits; MrgX1-HEK293 cells, Fluo-4 calcium fluorescence, agonist mode; active compounds read high; B-score at 10 µM;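 active means calcium response B-score plate-corrected fluorescence ratio at least 3 library SD, with starting fluorescence B-score inside 5 SD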
#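 Assay system: MrgX1-expressing HEK293 cells / Amount: fifteen thousand cells per well / Doses: test compound in the initial addition of three / Timing: cells plated overnight, dye loaded 0.5 h 37 °C, 0.5 h room temperature / Technique: kinetic calcium dye fluorescence, Fluo-4 NW / Control set: positive and negative controls per plate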
# TRPC6 inhibitor: inhibitors of mouse TRPC6 channel | HEK293-TRPC6, membrane potential dye, ACh-evoked depolarization; active compounds read low | B-score at 10 µM | 310,000 compounds, 1.1% hits | AID 2553;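 active means B-score under library mean minus 3 SD, initial fluorescence not abnormally high, positive integrated signal ratio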;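 further: B-score derived from integrated fluorescence ratio over the kinetic read; more negative B-score means stronger inhibition of depolarization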
# TRPC4 potent: allosterically enhances the mouse TRPC4 cation channel; HEK293 TRPC4beta/mu-opioid, DAMGO EC20, Fluo-4 Ca2+ flux; active compounds read high; B-score at 10 µM; 310,000 compounds, 0.42% hits; AID 2227;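 active means B-score of calcium response area above 5 SD of library B-scores, with initial fluorescence ratio within 5 SD of library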;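 further: B-score of integrated fluorescence ratio over time as area under calcium response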
# HIF activator: HIF pathway transcriptional activation. activation, % at 7.5 µM (by protocol). 300,000 compounds, 0.32% hits. U2OS HRE-luciferase reporter, luminescence; normalized: DMSO 0%, desferrioxamine 100%. AID 1910;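 active means mean activation of at least 10% of the iron chelator positive control signal, with at least half of replicates also reaching 10%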
# TRPC6 act: mouse TRPC6 channel activation. Q61143. HEK293-TRPC6 membrane potential dye fluorescence; active compounds read high. B-score at 10 µM. 310,000 compounds, 0.13% hits;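 active means B-score of the integrated fluorescence ratio above library mean plus 3 SD, and starting fluorescence ratio within library mean plus 5 SD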;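 further: higher score means more depolarization so channel activation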
# TRPC4 act: opens the mouse TRPC4 cation channel | Q9QUQ5 | HEK293 TRPC4beta/mu-opioid, Fluo4 calcium fluorescence; active compounds read high | B-score at 10 µM | 310,000 compounds, 0.49% hits;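 active means B-score above 5 SD of library B-scores, and initial fluorescence ratio not above library mean plus 5 SD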;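 further: positive B-score marks a calcium rise read as TRPC4 activation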
#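 Test system: HEK293 cells stably co-expressing mouse TRPC4beta and mu-opioid receptor | Schedule: Fluo4 dye loading 45 min at room temperature, 110 s recording | Measured by: Kinetic Fluo4 calcium fluorescence, 5 s baseline at 1 Hz | Evaluation: B score of integrated ratio | Controls: Buffer (low) and maximal DAMGO (high)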
# Starred values were filed as active, the others as inactive; i = inactive; · = no result given.
SMILES,TRPC4 block,MrgX1 allo act,PolyA inhibitor,AI-2 QS modul,MrgX1 antagonist,MrgX1 agonist,TRPC6 inhibitor,TRPC4 potent,HIF activator,TRPC6 act,TRPC4 act
Cc1ccc(C)c(NC(=O)CCC(=O)NNC(=O)c2cccc([N+](=O)[O-])c2)c1,i,i,i,38,i,i,i,i,-0.6,i,i
COC(=O)C(NC(C)=O)(Nc1cc(C)ccn1)C(F)(F)F (stereo not drawn),i,i,i,23,i,i,i,i,0.1,i,i
COc1cc(/C=N/NC(=O)c2ccc(O)cc2)ccc1OCC(=O)Nc1cccc([N+](=O)[O-])c1,i,i,i,17,i,i,i,i,0.6,i,i
CCOC(=O)C1=C(C)N(CCCCCC(=O)O)C(=O)NC1c1ccc(Br)cc1 (stereo not drawn),i,i,i,86,i,i,i,i,-0.3,i,i
COCC(=O)Nc1ccccc1-c1ccccc1,i,i,i,16,i,i,i,i,0.2,i,i
Cc1[nH]c(C)c(S(=O)(=O)N2CCCCC2C)c1C(=O)N1CCCC1 (stereo not drawn),i,i,i,5,i,i,i,i,-0.2,i,i
CCCC(=O)NC(Nc1cccc(C(F)(F)F)c1)C(Cl)(Cl)Cl (stereo not drawn),i,i,i,33,i,i,i,i,-0.3,i,i
COc1cccc(C(=O)NN2CCOCC2)c1,i,i,i,26,i,i,i,i,0.4,i,i
N/C(=N\N=C/c1ccc(F)cc1)N/N=C\c1ccc(F)cc1,i,i,i,28,i,66*,i,i,1.7,i,i
COC(=O)c1ccc(NC(=O)c2cnc3scc(C)n3c2=O)cc1,i,i,i,14,i,i,i,i,0.0,i,i
CCOc1cc(S(=O)(=O)N2CCCCC2)ccc1F,i,i,i,23,i,i,i,i,0.0,i,i
CC1CCC(n2c(=S)[nH]c3ccccc3c2=O)CC1 (stereo not drawn),i,i,i,11,i,i,i,i,-0.2,i,i

# Ordered by SMILES length (ascending): part of the list above
SMILES,TRPC4 block,MrgX1 allo act,PolyA inhibitor,AI-2 QS modul,MrgX1 antagonist,MrgX1 agonist,TRPC6 inhibitor,TRPC4 potent,HIF activator,TRPC6 act,TRPC4 act
COC(=O)C(NC(C)=O)(Nc1cc(C)ccn1)C(F)(F)F (stereo not drawn),i,i,i,23,i,i,i,i,0.1,i,i
N/C(=N\N=C/c1ccc(F)cc1)N/N=C\c1ccc(F)cc1,i,i,i,28,i,66*,i,i,1.7,i,i
Cc1ccc(C)c(NC(=O)CCC(=O)NNC(=O)c2cccc([N+](=O)[O-])c2)c1,i,i,i,38,i,i,i,i,-0.6,i,i

# Continuation.
SMILES,TRPC4 block,MrgX1 allo act,PolyA inhibitor,AI-2 QS modul,MrgX1 antagonist,MrgX1 agonist,TRPC6 inhibitor,TRPC4 potent,HIF activator,TRPC6 act,TRPC4 act
C/C(CCc1ccccc1)=N\NC(=O)COc1ccccc1C,i,i,i,17,i,i,i,i,-0.8,i,i
CCC(OC(=O)c1ccco1)C(=O)NC1CCCC1 (stereo not drawn),i,i,i,21,i,i,i,i,-4.1,i,i
CCc1nc2sc(C(C)=O)c(N)c2c2c1CCCC2,i,i,i,11,i,i,i,i,0.2,i,i
CCSc1ccccc1C(=O)Nc1ccc(S(=O)(=O)NC(C)=O)cc1,i,i,i,27,i,i,i,i,-0.2,i,i
CC(CC(=O)Nc1ccccc1)NCCCN1CCCC1=O (stereo not drawn),i,i,i,11,i,i,i,i,-4.3,i,i
COc1ccc(NC(=O)c2nc3nc(C)cc(C(F)F)n3n2)cc1OC,i,i,i,33,i,i,i,i,0.1,i,i
Cc1cccc(NC(=O)NN2CCN(C)CC2)c1C,i,i,i,12,i,i,i,i,-0.3,i,i
CCC(C)(C(=O)NC1CCCCC1)N(C(=O)CNC(C)=O)c1c(C)n(C)n(-c2ccccc2)c1=O (stereo not drawn),i,i,i,20,i,i,i,i,-0.3,i,i
Cn1nnc(NC(=O)c2ccc(C(C)(C)C)cc2)n1,i,i,i,24,i,i,i,i,1.2,i,i
COCc1ccc(C(=O)NCC2(N3CCCCC3)CCCCC2)cc1,i,i,i,30,i,i,i,i,-0.4,i,i
CC(Oc1ccc2c3c(c(=O)oc2c1)CCC3)C(=O)NCc1cccnc1 (stereo not drawn),i,i,i,5,i,i,i,i,0.4,i,i
COc1ccc(CCN2C(=O)N[C@@H](C(C)C)C2=O)cc1,i,i,i,25,i,i,i,i,-0.4,i,i
CC(C)(C)NC(=O)COC(=O)c1ccc(F)cc1Cl,i,i,i,20,i,i,i,i,0.2,i,i
Fc1cccc(-c2n[nH]c(=S)n2-c2ccccc2)c1,i,i,i,-9,i,i,i,i,0.6,i,i
COc1cc(NC(=O)C2CCN(c3cnccn3)CC2)cc(OC)c1OC,i,i,i,9,i,i,i,i,0.2,i,i
COc1ccc(CCN2CCCC(CN(C)Cc3cc(OC)ccc3OC)C2)cc1 (stereo not drawn),i,i,i,23,i,i,i,i,0.4,i,i
COc1ccc(NC(=S)NC2CC3CCC(C2)N3Cc2ccco2)cc1 (stereo not drawn),i,i,i,-1,i,i,i,i,0.4,i,i
CCOC(=O)c1c2c3c(c(Cl)ccc3[nH]c1=O)C(=O)c1ccccc1-2,i,·,i,13,·,·,i,i,-0.3,i,i
O=C(c1ccncc1)N1CCN(C(=O)c2ccco2)CC1,i,i,i,15,i,i,i,i,-0.3,i,i
CC(=O)c1cccc(NC(=O)COC(=O)c2ccc3c(c2)OCCO3)c1,i,i,i,-13,i,i,i,i,-0.5,i,i
c1ccc(OCCCc2nc(-c3ccccn3)no2)cc1,·,i,i,-49,i,i,i,i,1.2,i,i
COc1cc(/C=N/NC(=O)CNC(=O)c2ccncc2)ccc1OC(C)=O,i,i,i,31,i,i,i,i,-0.1,i,i
CCOc1ccc(C(Nc2cccnc2)c2cc(Cl)c3cccnc3c2O)cc1 (stereo not drawn),i,i,·,39,i,i,i,i,7.5,i,i
COc1ccc(/C=C2\SC(=O)N(CCNC(=O)CCS(=O)(=O)c3ccc(C)cc3)C2=O)cc1,i,i,i,25,i,i,i,i,5.0,i,i
CCOc1ccccc1N1CC(C(=O)Nc2ccc3c(c2)OCCO3)CC1=O (stereo not drawn),i,i,i,2,i,i,i,i,0.8,i,i
Nc1ccc(C(=O)N2CCN(S(=O)(=O)c3ccc(Br)cc3)CC2)cc1[N+](=O)[O-],i,i,i,12,i,i,i,i,-0.8,i,i
COC(CN(C)C(=O)c1cn(C)c2ccc(S(=O)(=O)N(C)C3CCCCC3)cc2c1=O)OC,i,i,i,11,i,i,i,i,0.0,i,i
COCCNC(=O)c1ccc2c(c1)NC(=O)CS2,i,i,·,3,i,i,i,i,0.0,i,i
Cc1csc(NC(=O)C2=COCCO2)n1,i,i,i,6,i,i,i,i,3.5,i,i
CCOc1ccc(/C=N/NC(=O)Cc2csc(Nc3cccc(C(F)(F)F)c3)n2)cc1,i,i,i,10,i,i,i,i,-0.1,i,i
COc1cccc2cc(C(N)=O)/c(=N/NC(=O)COc3ccc(Cl)cc3)oc12,i,i,i,8,i,i,i,i,0.4,i,i
N#Cc1c(N)nc(SCC(=O)C23CC4CC(CC(C4)C2)C3)c(C#N)c1-c1ccc(Cl)cc1,i,i,i,12,i,i,i,i,0.1,i,i
CC(=O)NNC(=S)NC(=O)c1ccc(C)cc1,i,i,i,-28,i,i,i,i,0.6,i,i
COc1cc(NC(=S)N2CCCCC2C)c(OC)cc1Cl (stereo not drawn),i,i,i,11,-6.5*,i,i,i,2.8,i,i
O=CNc1ccccc1Oc1ccccc1,i,i,i,11,i,i,i,i,-0.1,i,i
Cc1nonc1NC(=O)CSc1ccc(-c2ccccc2)nn1,i,i,i,23,i,i,i,i,0.0,i,i
O=C(CN1C(=O)C2C3CC(C(Br)C3Br)C2C1=O)N1CCN(Cc2ccccc2)CC1 (stereo not drawn),i,7.7*,i,-26,i,i,i,i,-6.6,i,i
CCCNC(=O)C1(CC2CC(c3ccccc3)=NO2)CCN(C(=O)OC(C)(C)C)CC1 (stereo not drawn),i,i,i,16,i,i,i,i,-0.1,i,i
O=C(NCc1ccccn1)c1nc(-c2cccs2)no1,i,i,i,16,i,i,i,i,0.3,i,i
Cc1[nH]nc2c1/C(=N\O)CC(C)(C)C2,i,i,i,25,i,i,i,i,-0.8,i,i
c1ccc(-c2nnc(SCc3cn4ccsc4n3)o2)cc1,i,i,i,-29,i,i,i,i,-0.7,i,i
COCC1CCN(C(=O)C2CCC(=O)N(CCc3cccc(F)c3)C2)CC1 (stereo not drawn),i,i,i,6,i,i,i,i,-0.3,i,i
CNC(=S)N(Cc1cccs1)Cc1cc2ccc(OC)cc2[nH]c1=O,i,i,i,-2,i,i,i,i,0.0,i,i
O=C(O)c1cc(NC(=O)c2ccc([N+](=O)[O-])cc2)cc(NC(=O)c2ccc([N+](=O)[O-])cc2)c1,i,i,i,9,i,i,i,i,-4.5,i,i
CCc1ccc(NC(=O)c2ccc3c(=O)n4c(nc3c2)CCCCC4)cc1,i,i,i,26,i,i,i,i,1.3,i,i
CCOC(=O)[C@@H]1[C@H]2COc3ccccc3[C@@H]2N2C(=O)N(c3ccc(OC)cc3)C(=O)[C@]12C,i,i,i,20,i,i,i,i,-0.7,i,i
CN(C)S(=O)(=O)c1cccc(C(=O)NC2CCSc3ccccc32)c1 (stereo not drawn),i,i,i,36,i,i,i,i,-0.1,i,i
CC(=O)c1sc(-c2ccc(F)cc2)cc1NS(=O)(=O)c1ccccc1,i,i,i,18,i,i,i,i,0.3,i,i
COC(=O)c1ccc(CS(=O)(=O)c2ccc(F)cc2)o1,i,i,i,2,i,i,i,i,0.0,i,i
OC[C@@H](O)C1OC2NC(=S)OC2C1O (stereo partly drawn),i,i,i,17,i,i,i,i,0.5,i,i
Cc1cc(C)c(C)c(S(=O)(=O)NCc2ccncc2)c1C,i,i,i,8,i,i,i,i,-0.3,i,i
CCC(Oc1ccc(Br)cc1Cl)C(=O)Nc1nnc(C2CC2)s1 (stereo not drawn),i,i,i,7,i,i,i,i,0.1,i,i
CCCn1cnc2c(oc3ccccc32)c1=O,i,i,i,13,i,i,i,i,1.9,i,i
COc1ccc(N2CCn3c2nc2c3c(=O)n(CCc3ccccc3)c(=O)n2C)c(OC)c1,i,·,i,1,·,·,i,i,0.3,i,i

# High-throughput results: PubChem BioAssay, several laboratories

# Some of the compounds tested. The share of hits here may be higher or lower than overall.
